Source: PubChem
Pf Dd2 inh: qHTS Primary assay for Inhibitors of Plasmodium falciparum Dd2 growth in vitro; P. falciparum Dd2 growth, SYBR Green, 72 h; Potency, µM (series often up to 28.9 µM), for inactives: at the top dose activity, negative = inhibition, hits mostly inhibitors; hit rate 4.3% among 120,000; active = well fitted inhibition curve with a large enough effect; inconclusive = small, poorly fitted or top-dose-only effect; inactive = no such curve, though single readings can be large or run the other way;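 also: plate controls were DMSO vehicle for no effect and reference drug for full effect; nearly all actives have a fitted effect of over 65% in size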
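Readout: SYBR Green fluorescence, 485 nm excitation, 535 nm emission, after ~16 h lysis at 37C. Before that, Dd2-infected red cells (2.5% hematocrit) grew 72 h with compound, 29 uM top final concentration.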
An asterisk follows results filed as active; i = inactive; ? = inconclusive; [ ] = remark or other dose. Potency is read from the fitted curve at half-maximal effect.

SMILES	Pf Dd2 inh
CN(C)C(=O)C1CN(C(=O)Cc2cccc(Cl)c2)CC12CCOCC2 (configuration not stated)	?
O=C(CC1CCCN(c2cn[nH]c(=O)c2)C1)N1CCC(Cc2ccccc2)CC1 (configuration not stated)	i
CCOc1ccc(-c2cc3c(=O)n(CCNC(=O)C4(c5ccccc5)CC4)ccn3n2)cc1	?
O=C(COc1ccc2oc3c(c2c1)CCCC3)Nc1ccc(Cl)cc1	31.8%[activator]
Cc1ccc2c(c1)-c1c(cnn1CC(=O)N1CCN(c3cc(Cl)ccc3C)CC1)CO2	47.2%[activator]
CCOc1ccccc1Nc1sc(C(=O)c2ccccc2)c(N)c1C(=O)Nc1ccccc1	i
Cn1cc(S(=O)(=O)c2ccccc2)c(=O)c2cc(F)c(N3CCN(c4ccccc4)CC3)cc21	7.08µM*
Cc1ccc(-c2c(CN3CCN(c4cccc(C(F)(F)F)c4)CC3)csc2C)cc1	?
COc1cc(CNc2ccc3[nH]c(=O)[nH]c3c2)ccc1OCc1ccccc1F	32.9%[activator][0.594 µM]
Cc1nc(C(C)C)sc1C(=O)N1CCC(=O)N(CC2CC2)C(C(C)C)C1 (configuration not stated)	-15.3%
CCOc1ccccc1NC(=O)c1ccc2c(c1)CCN2S(=O)(=O)c1ccc(C)cc1	3.1%
COC(=O)c1ccc2c(c1)nc1n2[C@@H](CNC(=O)NC2CCCCC2)COC1	-23.3%[44.1 µM]
Cc1oc(-c2ccccc2)nc1Cn1c(SCc2cccc(C(F)(F)F)c2)nc2cccnc21	-8.6%
CS(=O)(=O)c1ccc2c(c1)nc1n2[C@@H](CNCc2ccncc2F)COC1	35.9%[activator][44.1 µM]
COc1ccc(C(=O)NCCc2noc(C3CC3)n2)cn1	-0.1%
CN1CC(=O)N2CCN(S(=O)(=O)c3ccc(Cl)s3)CC2C1=O (configuration not stated)	6.4%
Cc1ccc(-c2ccc3nnc(CNC(=O)c4ccccn4)n3n2)cc1	-8.5%
COCc1nc(-c2ccc(OC3CCN(Cc4ccc(C(F)(F)F)cc4)C3)cc2)no1 (configuration not stated)	i[5.79 µM]
CCC1=C(C(=O)OC)C(c2ccc(C(C)C)cc2)N2C(CC(=O)N3CCOCC3)=CSC2=N1 (configuration not stated)	?
CN1c2ncccc2CN(Cc2ccccn2)CC[C@H]1CO	5.9%[44.1 µM]
O=C(Nc1nc2n(n1)C(c1ccccc1)C=C(c1ccc(Cl)cc1)N2)c1ccco1 (configuration not stated)	?
O=C(Nc1ccccc1F)c1oc2ccccc2c1NC(=O)C12CC3CC(CC(C3)C1)C2	-12.6%
CN(C)C(=O)c1ccc2c(c1)N(CC(=O)NCc1ccccc1Cl)C(=O)C1CCCCN21 (configuration not stated)	-0.7%
CCC(C(=O)NCc1ccccc1)n1ncn2c(cc3occc32)c1=O (configuration not stated)	33.3%[activator]
Cn1nccc1C(=O)N1CCCCCCNC(=O)[C@@H]2CCCC[C@@H]21	3.8%
O=C1NCCCCCCN(Cc2ccncc2)[C@@H]2CN(C(=O)CCc3ccccc3)CC[C@@H]12	?
CCCN(C(=O)Nc1cn(CC(C)C)c(=O)c2ccccc12)c1ccc(F)cc1	?
COc1ccc(S(=O)(=O)N2C[C@@H](F)[C@@H](OCc3nc4ccccc4o3)C2)cc1	i
Cc1ccc(CN2C(=O)[C@@H]3C[C@@H](O)CN3C3(CN(Cc4ccc(F)cc4)C3)C2=O)o1	14.1µM*
Cc1ccc(C(=O)N2CCCCCCNC(=O)[C@@H]3CCCC[C@@H]32)c(=O)[nH]1	-19.2%
Cc1ccc(NC(=O)c2nc(S(C)(=O)=O)ncc2N(Cc2ccco2)Cc2cccs2)cc1C	?
O=C(c1ccccc1OC1CN(Cc2ccc(F)c(F)c2)C1)N1CCOCC1	?
CC(C)N1C(=O)Cc2ccccc2C1C(=O)NCc1ccc(N(C)C)cc1 (configuration not stated)	-20.3%
CCc1noc([C@@H]2CC(F)(F)CN2C(=O)c2ccco2)n1	i
N#Cc1cc2c(=O)n3ccccc3nc2n(-c2nnc(SCc3ccc(F)cc3)s2)c1=O	?
COc1cc2c(cc1OCc1ccccc1)N(C(=O)COc1ccccc1)CC21CCN(C)CC1	?
Cn1cc(-c2ccc(CO)cc2)c2nc(COc3ccccc3)cn2c1=O	-5.1%[44.1 µM]
Cc1cc(C)cc(NC(=O)c2sc3nc(-c4cc5ccccc5oc4=O)[nH]c(=O)c3c2C)c1	22.1%
COc1cccc(CCC(=O)N2CCC3(CC2)C(=O)N(C)c2ccccc23)c1	?
COc1cccc(CSc2nc3n(n2)C(c2ccccc2C)C(C(=O)Nc2ccccc2OC)=C(C)N3)c1 (configuration not stated)	i
COCCC(=O)N1CCCCCCNC(=O)CC1c1ccccc1 (configuration not stated)	19.4%
COCCC1(C(=O)O)CCCN(Cc2cnc(CC3CCCC3)[nH]2)C1 (configuration not stated)	4.3%
O=C(CC1CCCN(c2cnn(CC3CC3)c(=O)c2)C1)NCc1ccc(Cl)cc1 (configuration not stated)	i
Cc1ccc(C(=O)c2oc3ccccc3c2NC(=O)Cc2coc3cc(C)ccc23)cc1	i
COc1ccc(NC(=O)Cn2ccn3nc(-c4ccccc4)c(CO)c3c2=O)c(OC)c1	i
COC(=O)N1CCn2ncc(C(=O)Nc3ccc(Cl)cc3Cl)c2C1	-3.4%
O=C1CC(c2c(Cl)cccc2Cl)c2c(ccc3ccccc23)N1 (configuration not stated)	i
O=C(NCC1CC1)c1cccc(OC2CN(C3CCSCC3)C2)c1	-8.8%
O=C(Nc1ccc(F)cc1)N1CCC(Oc2ncccc2C(=O)N2CCOCC2)C1 (configuration not stated)	18.8%
CCc1noc(-c2nc(-c3ccc4c(c3)OCO4)no2)n1	i
CN(C)C[C@@H]1CN(c2ccncn2)C[C@H]1NC(=O)c1ccc2c(c1)OCO2	-8.8%
CCN(C(=O)Cn1nc(Cc2cccnc2)c2ccccc2c1=O)c1ccccc1F	-15.8%
Cc1ccc2c(n1)N(C)[C@H](CO)CCN(C(=O)Nc1ccccc1)C2	?
CC(=O)N1CC2(CCN(C3COC3)C2)Cc2ccccc21 (configuration not stated)	-8.8%[44.1 µM]
COc1ccc(-c2noc(-c3nnn(-c4ccc(C)cc4C)c3C)n2)cc1	24.6%
CN(C)c1ccc(C(CNC(=O)c2cccc(C(F)(F)F)c2)N2CCCC2)cc1 (configuration not stated)	?
O=C1NC2(CN(CC3CC3)C2)Oc2ccccc21	i
COC[C@@H]1CN(C(=O)c2ccc(OC)nc2)C[C@H]1c1ccncc1	-15.5%
CNCC(=O)N1C[C@@H](C(=O)O)[C@H](c2ccccc2)C1	?
CC1(C)CNC(=O)c2nc(-c3ccccc3-n3cncn3)[nH]c2C1	-8.5%

Among those listed so far, 8 contain a furan ring, fused or not:
SMILES	Pf Dd2 inh
O=C(COc1ccc2oc3c(c2c1)CCCC3)Nc1ccc(Cl)cc1	31.8%[activator]
O=C(Nc1nc2n(n1)C(c1ccccc1)C=C(c1ccc(Cl)cc1)N2)c1ccco1 (configuration not stated)	?
O=C(Nc1ccccc1F)c1oc2ccccc2c1NC(=O)C12CC3CC(CC(C3)C1)C2	-12.6%
CCC(C(=O)NCc1ccccc1)n1ncn2c(cc3occc32)c1=O (configuration not stated)	33.3%[activator]
Cc1ccc(CN2C(=O)[C@@H]3C[C@@H](O)CN3C3(CN(Cc4ccc(F)cc4)C3)C2=O)o1	14.1µM*
Cc1ccc(NC(=O)c2nc(S(C)(=O)=O)ncc2N(Cc2ccco2)Cc2cccs2)cc1C	?
CCc1noc([C@@H]2CC(F)(F)CN2C(=O)c2ccco2)n1	i
Cc1ccc(C(=O)c2oc3ccccc3c2NC(=O)Cc2coc3cc(C)ccc23)cc1	i

Other compounds.
SMILES	Pf Dd2 inh
COCC(=O)N[C@@H]1CN(C(=O)c2ccc(OC)cc2OC)CC[C@@H]1CO	i
C[C@@]12CO[C@@H](CNS(C)(=O)=O)O[C@@H]1CC[C@]1(C)[C@@H]2CC[C@@H](O)[C@H]1CC(=O)NCc1ccco1	14.7%
O=C(CN1C(=O)NC2(CCS(=O)(=O)CC2)C1=O)Nc1ccc(F)cc1	-4.8%
CCn1ncnc1CN1CCC(N2CCCC(C(=O)N3CCCC3)C2)CC1 (configuration not stated)	2.6%
CC1CCC(NC(=O)c2ccc(CSc3nc4ccncc4n3Cc3ccc(F)cc3)cc2)CC1 (configuration not stated)	?
CC(C)C[C@@H]1N[C@H](C(=O)NC(C)C)Cc2cn(Cc3nccn3C)c3cccc1c23	?
COCCN1C(=O)CCC2(CNC(=O)c3cc(F)ccc3F)CCCC=C12 (configuration not stated)	-11.2%
Cc1nc(C)n(CCCNC(=O)c2cc(S(N)(=O)=O)ccc2F)n1	33.8%[activator]
COCCn1c(C)cnc1CC1CCCN(Cc2cccc(F)c2)C1 (configuration not stated)	?
CN(c1ccccc1)S(=O)(=O)c1ccc(NC(=O)c2cc(=O)c3ccccc3o2)cc1	55.1%[activator]
O=C(C[C@@H]1C[C@H]2O[C@H](CNC3CCCC3)[C@@H](O)[C@H]2O1)N1CCOCC1	16.5%[44.1 µM]
C=CCc1cc(-c2c(-c3ccccc3)ncn2CCCO)cc(OC)c1O	i
CN1CCN(c2nc3c(s2)CN(C(=O)c2ccnn2C)CC3)CC1	-15.2%
c1ccc(CNc2ncnc3[nH]ncc23)cc1	47.7%[activator][5.79 µM]
Cc1cc2c(c(=O)n(-c3ccccc3)c(=O)n2CC(=O)Nc2ccccc2Cl)n1C	?
COc1ccc2c(c1)c1c(c(=O)n(-c3ccccc3)c(=O)n1CC(=O)NCCC1=CCCCC1)n2C	12.9%
Cc1ccc(CCNC(=O)c2ccc(NC(=O)N3CCSc4ccccc43)cc2)cc1	-20.5%
O=C(CSc1cn(CC(=O)N2CCCC2)c2ccccc12)Nc1cc(C(F)(F)F)ccc1Cl	-12.0%
Cc1ccc(CNC(=O)N2CCCC(c3nn(C)c(=O)n3Cc3ccccc3)C2)cc1 (configuration not stated)	?
CC(C)c1ccc(NC(=O)Cn2nc3n(c2=O)CCCCC3)cc1	-8.9%
Cc1ccc([C@H]2C[C@@H](O)[C@@H](O)[C@@H]2NC(=O)C2CC2)cc1	20.8%[44.1 µM]
CCN1Cc2nc(OC)c(CNC(=O)C3(C)CCCCO3)cc2C1=O (configuration not stated)	6.7%
CCC(C(=O)Nc1cc(F)ccc1F)n1nc(-c2cc(C)ccc2C)ccc1=O (configuration not stated)	?
COc1cc2[nH]c(=O)n(Cc3ccc(C(=O)N4CCN(c5ccc(Cl)cc5)CC4)cc3)c(=O)c2cc1OC	-4.1%
CCOC(=O)N1CCc2c(sc(NCc3sccc3C)c2C(=O)Nc2ccc(OC)cc2OC)C1	?
COCCn1c(C)cc(O)c(C(c2ccc(OC)cc2)N2CCCCC2)c1=O (configuration not stated)	8.6%
Cc1cnc(C2CCOCC2)n1C1CCCN(Cc2ccc(C#N)cc2)C1 (configuration not stated)	?
COc1ccc(CC(=O)Nc2ccc3n(c2=O)C[C@H]2C[C@@H]3CN(C(=O)c3ccc4ccccc4c3)C2)cc1	-21.8%
Cc1csc(CN(C)C(=O)CN2C[C@@H]3CC[C@H](CC2=O)N3)n1	3.7%
Cc1cccc(OCC2(CNC(=O)c3cc(C)nn3C)C[C@@H](O)[C@@H](O)C2)n1 (some centres not stated)	?
Cc1nnc(C2CCCCCN2S(=O)(=O)c2ccccc2C)o1 (configuration not stated)	-1.2%
CC(C)(C)c1ccc(C(=O)NCC(c2cccs2)S(=O)(=O)c2ccc(F)cc2)cc1 (configuration not stated)	-10.4%
COc1ccc(-c2nccn2CC(CO)Cc2ccsc2)cc1O (configuration not stated)	?
COCC(c1ccccn1)N(C)Cc1cn(-c2ccccc2)nn1 (configuration not stated)	12.6%
CS(=O)(=O)N1C[C@H]2CCN(C(=O)c3ccc(=O)[nH]c3)C[C@H]21	9.7%
CO[C@H]1[C@H](NC(=O)CN2CCOC2=O)c2ccccc2C12CCNCC2	3.8%
COc1cc(OC)cc(N2CCN(S(=O)(=O)c3ccc(-n4cnnn4)cc3)CC2)c1	15.7%
COCCNC(=O)c1ccc2c(c1)NC(=O)C(CS(=O)(=O)Cc1ccc(F)cc1Cl)N2 (configuration not stated)	i
CC(=O)N1CCC(C2CCN(S(=O)(=O)c3ccc(C#N)cc3)C2)CC1 (configuration not stated)	0.8%
O=C(NCc1cccs1)c1ccc(CN2C(=O)NC3(CCS(=O)(=O)CC3)C2=O)cc1	?
CC(C)NC(=O)c1cc(-c2ccc(S(C)(=O)=O)cc2)nc2c1cnn2C	-11.0%
C[C@H](O)c1onc(-c2ccc(F)cc2)c1C(=O)NC1CC1	5.2%[44.1 µM]
COC(=O)c1ccc(NC(=O)c2cc3cc(C)ccc3n2C)cc1	12.0%
COc1cc2nc(SCC(=O)Nc3c(C)cc(C)cc3C)n3nc(CCn4c(C)nc5ccccc54)nc3c2cc1OC	-11.6%
O=C1Nc2ccccc2CC12CN(CC1CC1)C2	?
O=C(N[C@H]1CCN2C(=O)c3cc(-c4ccc(Cl)cc4)ccc3NC(=O)[C@@H]2C1)c1ccncc1	-6.2%
CCN1C(=O)C2(CCN(S(=O)(=O)c3cc(F)ccc3C)CC2)c2ccccc21	?
Cc1ccccc1COC1CN(C(=O)C2CCN(C(=O)C3CC3)CC2)C1	?
COc1cc(C(=O)Oc2c(Sc3ccc(C)cc3)c(C)nn2-c2ccccc2)cc(OC)c1OC	i
CCN(CC)CCNC(=O)C1CCN(c2nn3cc(-c4ccc(F)cc4)nc3s2)CC1	-9.2%
COc1ccccc1CNC(=O)C1CCN(c2cc(C(F)(F)F)nc(C)n2)CC1	-4.6%
CCC(CC)NC(=O)c1ccc2nccn2c1	-4.1%[44.1 µM]

3 of the compounds above, bar-delimited:
mol | Pf Dd2 inh
Cc1ccccc1COC1CN(C(=O)C2CCN(C(=O)C3CC3)CC2)C1 | ?
COc1cc(C(=O)Oc2c(Sc3ccc(C)cc3)c(C)nn2-c2ccccc2)cc(OC)c1OC | i
CCN(CC)CCNC(=O)C1CCN(c2nn3cc(-c4ccc(F)cc4)nc3s2)CC1 | -9.2%

Only part of the results is shown; count on the stated rates, not on these rows.
